# KCNH2 3.1 inh = qHTS for Inhibitors of KCHN2 3.1: Mutant qHTS; U2OS KCNH2 3.1, thallium flux FluxOr; active compounds read low; activity change, % (tested at about 1.8 µM); actives 0.95% (n = 340,000);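 active = maximum activity change below -70%; inconclusive = maximum activity change from -70% to -50%; inactive = maximum activity change above -50%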;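 note: thallium influx rate constant from kinetic fluorescence after stimulation buffer; % is set by controls: 0 for no effect and ±100 for the full control effect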
#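 Steps: virus added to U2OS suspension (4 h, RT, dark); medium with 10% FBS added, cells plated, 37 C overnight; FluxOr/Red40 loading buffer 45 min RT; stimulation buffer, 2 min kinetic read; rate constant normalized.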
# uPA generation = qHTS for Inhibitors of Cell Surface uPA Generation. cell surface uPA generation assay, qHTS. actives 0.31% (n = 330,000). AID 540303, 2011. Potency, µM (series often up to 38.3 µM), without a hit: at the highest dose activity change, negative = inhibition, hits mostly inhibitors; active = well fitted inhibition curve with a large enough effect; inconclusive = small, poorly fitted or top-dose-only effect; inactive = no such curve, though single readings can be large or run the other way; tested in mouse RAW 264.7 cells; note: potency is the fitted concentration of half-maximal effect; % is set by controls: 0 for no effect and ±100 for the full control effect; nearly all actives have a fitted effect of over 55% in size
# FBPA coupling cs = qHTS Assay for Inhibitors of Fructose-1,6-bisphosphate Aldolase from Giardia Lamblia: Coupling assay counterscreen | AID 2472, 2010 | activity change, negative = inhibition, % at 58.2 µM, hits read low | coupling enzyme system counterscreen, AmpLite Red fluorescence | actives 0.67% (n = 290,000); in the data active = activity change below about -30%; note: % is set by controls: 0 for no effect and ±100 for the full control effect
#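 First, compound is pin-transferred into glyceraldehyde-3-phosphate coupling-enzyme reagent at 57.5 uM final and held 10 min at RT. Next, substrate, coupling system and AmpLite Red are added. After 20 min RT, fluorescence (525/598 nm) is read.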
# Rab9 promoter act = qHTS Assay for Rab9 Promoter Activators; Huh7 Rab9 promoter-luciferase reporter, luminescence, 24 h; actives 2.8% (n = 320,000); Potency, µM (series often up to 9.22 µM), without a hit: at the top dose activation, negative = inhibition, hits mostly activators; note: potency is the fitted concentration of half-maximal effect; % of control where 0% means no effect; nearly all actives have a fitted effect of over 60% in size
#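 Luciferase signal after 10 min detection reagent at ambient indicates Rab9 promoter upregulation; stably transfected Huh7 cells were treated 24 h with compound in DMSO at 37 °C, 5% CO2.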
# ELG1 genotoxic = qHTS screen for small molecules that induce genotoxicity in human embryonic kidney (HEK293T) cells expressing luciferase-tagged ELG1; Potency, µM (titrated, usually from 46 µM), inactives show at the top dose activity change, positive = activation, usual class: activators; AID 504466, 2011; HEK293T ELG1-luciferase reporter, luminescence, 16 h; actives 1.3% (n = 330,000); note: potency is the fitted concentration of half-maximal effect; % of control where 0% means no effect; nearly all actives have a fitted effect of over 60% in size
#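 After overnight (16 hr) compound treatment at 37 °C, ELG1-luciferase HEK293T cells were lysed with ONE-Glo; luminescence quantified 30 min later at room temperature.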
# Giardia kill = Small Molecules that selectively kill Giardia lamblia: qHTS | Giardia lamblia trophozoite viability | activity change, % at 7.66 µM, hits read low | actives 0.15% (n = 340,000) | AID 540267, 2011; in the data active = activity change below about -80%; inconclusive = between about -30% and that limit;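 note: parasites exposed to compound for two days anaerobically before the ATP read; % is set by controls: 0 for no effect and ±100 for the full control effect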
#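 ATP-content bioluminescence gauges trophozoite survival. Cells (100/well) receive compound and incubate anaerobically for 48 hrs at 37 deg C; detection reagent follows for 15-30 min at room temperature.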
# Gal4-VP16 FLuc = VP16 counterscreen qHTS for inhibitors of ROR gamma transcriptional activity. actives 3.5% (n = 310,000). AID 2546, 2010. Drosophila S2 Gal4-VP16 UAS-luciferase, luminescence, 20 h. Potency, µM (top dose mostly 53.6 µM), inactives show at the highest dose activity, negative = inhibition, actives largely listed as inhibitors;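 note: Gal4-VP16 expression switched on by copper sulfate through the metallothionein promoter; potency is the fitted concentration of half-maximal effect; % is set by controls: 0 for no effect and ±100 for the full control effect; nearly all actives have a fitted effect of over 50% in size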
# NPC1 prom act = qHTS Assay for NPC1 Promoter Activators | Huh7 NPC1 promoter luciferase reporter, 24 h | Potency, µM (series often up to 9.22 µM), inactives show at the top dose activation, most hits filed as activators | actives 2.4% (n = 320,000);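 note: potency is the fitted concentration of half-maximal effect; % of control where 0% means no effect; nearly all actives have a fitted effect of over 60% in size; reporter is driven by a mutant NPC1 promoter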
#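 Readout is luciferase luminescence, reflecting NPC1 promoter activation in stably transfected Huh7 cells after 24 h compound exposure at 37 °C in reduced-serum medium with 10% FBS.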
# RORg inh = qHTS for inhibitors of ROR gamma transcriptional activity; Nuclear receptor ROR-gamma (Mus musculus), P51450; Drosophila S2 Gal4-RORgamma UAS-luciferase reporter, 20 h; Potency, µM (titrated, usually from 53.6 µM), for inactives: at the highest dose activity change, negative = inhibition, most hits filed as inhibitors; actives 5.4% (n = 310,000); AID 2551, 2010; note: potency is the fitted concentration of half-maximal effect; % is set by controls: 0 for no effect and ±100 for the full control effect; nearly all actives have a fitted effect of over 60% in size
#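 Using a luciferase readout, inhibitors were identified by reduced reporter activity in Drosophila cells coexpressing a copper-inducible Gal4–ROR gamma fusion and UAS-driven Photinus luciferase, incubated 20 hr after 700 uM copper sulfate.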
# Tb PFK inh = qHTS Assay to Find Inhibitors of T. brucei phosphofructokinase. Potency, µM (series often up to 57.5 µM), for the others: at the highest dose activity, negative = inhibition, most hits filed as inhibitors. actives 0.17% (n = 330,000). T. brucei PFK, ADP-Glo luminescence. ATP-dependent 6-phosphofructokinase (Trypanosoma brucei brucei), O15648;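 note: potency is the fitted concentration of half-maximal effect; 0% = uninhibited 1x PFK enzyme wells and -100% = no-enzyme wells; nearly all actives have a fitted effect of over 60% in size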
# Target sequence (O15648 whole entry, looked up): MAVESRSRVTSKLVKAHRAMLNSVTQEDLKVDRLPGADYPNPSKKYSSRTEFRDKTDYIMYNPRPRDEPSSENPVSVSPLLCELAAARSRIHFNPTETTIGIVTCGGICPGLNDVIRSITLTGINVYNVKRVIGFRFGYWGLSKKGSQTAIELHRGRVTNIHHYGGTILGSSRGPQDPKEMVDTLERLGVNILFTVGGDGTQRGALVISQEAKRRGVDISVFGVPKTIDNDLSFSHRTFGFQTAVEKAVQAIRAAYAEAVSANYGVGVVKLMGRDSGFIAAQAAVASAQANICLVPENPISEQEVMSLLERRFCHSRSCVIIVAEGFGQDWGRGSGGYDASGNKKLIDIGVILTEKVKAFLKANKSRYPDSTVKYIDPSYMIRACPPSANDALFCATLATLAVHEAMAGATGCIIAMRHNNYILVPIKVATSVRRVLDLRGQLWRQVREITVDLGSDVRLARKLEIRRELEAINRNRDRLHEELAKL
#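 In TEA buffer at pH 8.0 with 5 mM MgCl2, enzyme (1.25 nM) converted F6P (0.5 mM) and ATP (0.1 mM) for 45 min at room temperature. ADP product was read by luciferase luminescence.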
# FLuc modulator = qHTS profiling assay for firefly luciferase inhibitor/activator using purifed enzyme and Km concentrations of substrates (counterscreen for miR-21 project); actives 6.9% (n = 360,000); Luciferin 4-monooxygenase (Photinus pyralis), P08659; purified FLuc, Km substrates, luminescence inhibition; Potency, µM (top dose mostly 57.5 µM), for the others: at the highest dose activity change, negative = inhibition, hits mostly inhibitors;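 note: potency is the fitted concentration of half-maximal effect; plate controls were vehicle for no effect and reference inhibitor for full effect; nearly all actives have a fitted effect of over 55% in size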
# Target sequence (P08659 whole entry, looked up): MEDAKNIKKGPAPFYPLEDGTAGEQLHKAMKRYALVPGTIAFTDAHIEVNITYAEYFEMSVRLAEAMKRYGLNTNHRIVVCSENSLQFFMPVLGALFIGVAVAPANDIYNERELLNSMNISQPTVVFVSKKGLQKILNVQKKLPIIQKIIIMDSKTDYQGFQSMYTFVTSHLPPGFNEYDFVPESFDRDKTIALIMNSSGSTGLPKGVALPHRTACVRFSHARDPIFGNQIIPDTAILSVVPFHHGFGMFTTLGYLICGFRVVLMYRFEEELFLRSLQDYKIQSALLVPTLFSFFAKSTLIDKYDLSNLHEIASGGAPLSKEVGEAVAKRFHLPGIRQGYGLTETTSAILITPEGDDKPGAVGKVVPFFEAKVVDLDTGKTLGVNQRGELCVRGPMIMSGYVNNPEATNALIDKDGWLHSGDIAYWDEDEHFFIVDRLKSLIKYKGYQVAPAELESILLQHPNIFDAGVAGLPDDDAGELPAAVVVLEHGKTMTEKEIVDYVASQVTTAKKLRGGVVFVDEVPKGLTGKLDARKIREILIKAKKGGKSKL
#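 Purified P. pyralis luciferase (10nM final) with 10uM D-luciferin and 10uM ATP (Km levels) in 50mM Tris acetate pH 7.5, 10mM Mg acetate, 0.01% Tween-20, 0.05% BSA; qHTS 6-point titration, ~60 µM downward; luminescence read.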
# Starred values were filed as active, the others as inactive; ? = inconclusive; / = not tested or not shown; & = joins results of further samples; [ ] = dose if it differs, or a comment. Unless noted, calls come from the whole dose curve; as a rule, active = well fitted curve in the direction sought with a large enough effect; inconclusive = small, poorly fitted or top-dose-only effect, or another doubt; inactive = no such curve, though single readings can be large; an effect the other way counts as inactive or inconclusive.
SMILES,KCNH2 3.1 inh,uPA generation,FBPA coupling cs,Rab9 promoter act,ELG1 genotoxic,Giardia kill,Gal4-VP16 FLuc,NPC1 prom act,RORg inh,Tb PFK inh,FLuc modulator
CCC(C)NC(=O)[C@H]1N2C(=O)c3c(ccc(OC)c3OC)C2SC1(C)C (some centres undefined),12.1,-1.7%,-1.3,5.5%,0.9%,22.4,15.2%,-2.7%,?,6.4%,-0.3%
COc1ccc(-n2nc(C(=O)NCC(=O)NCCc3ccc(OC)c(OC)c3)c3ccccc3c2=O)cc1Cl,22.8,-1.1%,-0.2,-3.4%,-4.0%,4.8,-8.7%,-0.6%,9.4%,-1.6%,0.0%
Clc1ccc(/C=C/c2ncc3ccccn23)cc1,-13.6,12.8%,-1.4,1µM*,?,16.2,-1.4%,1.58µM*,-3.5%,-1.7%,6.75µM*
COc1ccc2c(c1)nc(SCC(=O)c1cccs1)n2C,3.1,-6.0%,-8.2,-5.4%,3.6%,-15.3,-29.5%,23.7%,?,3.0%,?
Cc1cccc(CC(=O)NCCN2CCOCC2)c1,-1.7,-1.1%,1.3,1.1%,-0.5%,-3.0,/,0.9%,/,0.3%,5.2%
CC(C)C(NC(=O)c1ccc(C(C)(C)C)cc1)C(=O)OCC(=O)NC(=O)Cc1ccccc1 (centres undefined),2.4,5.7%,1.0,-4.0%,0.3%,-23.0,-8.7%,1.4%,?,-3.5%,21.3µM*
FC(F)(F)C(F)(F)c1nnc2ccc(-n3ccnc3)nn12,6.2,0.8%,-1.2,-1.7%,2.2%,-18.4,-2.3%,-6.5%,2.0%,-1.8%,-1.8%
CCn1cnc2sc(C(=O)Oc3cccc(C)c3)c(C)c2c1=O,-13.8,-2.3%,4.4,?,18.3µM*,5.9,5.4%,?,25.3%,0.3%,?
COCCCNC(=O)Cc1c(C)c2c(cc(C)c3c(C)c(C)oc32)oc1=O,16.9,-0.3%,-0.2,-7.3%,-3.0%,11.5,-1.1%,-9.3%,-21.0%,14.4%,0.8%
CCC(C)C(=O)Nc1ccc(S(=O)(=O)Nc2nccs2)cc1 (centres undefined),-3.3,8.8%,4.6,7.3%,0.2%,0.4,-0.3%,-4.9%,17.6%,0.4%,4.3%
Cc1ccc(C)c(C(=O)COC(=O)c2c(-c3ccccc3)noc2C)c1,-22.7,1.2%,/,-1.3%,-6.9%,-0.7,/,-1.9%,/,-0.2%,1.3%
COc1ccc(CN(C(=O)/C=C/c2ccco2)C2CCS(=O)(=O)C2)cc1OC (centres undefined),12.8,1.3%,0.8,0.3%,5.7%,-7.1,5.9%,1.9%,-0.2%,?,2.2%
CC1(C)CC(=O)C(C2C3=C(CC(C)(C)CC3=O)OC3=C2C(=O)CC(C)(C)C3)=C(O)C1,-10.0,0.8%,0.0,-0.7%,3.9%,7.7,2.4%,-3.9%,27.4%,-1.9%,-2.0%
COc1ccc(-c2n[nH]c(=S)n2-c2ccccc2C)cc1OC,21.3,1.0%,1.0,-1.1%,-5.5%,3.2,?,-1.0%,11.2µM*,-5.1%,2.6%
O=C(c1nn2c(C(F)(F)F)cc(-c3ccccc3)nc2c1Cl)N1CCN2CCCC2C1 (centres undefined),3.5,-7.5%,-1.2,-3.0%,-6.2%,36.7[activator],/,-0.2%,/,-1.6%,3.1%
c1ccc(Cn2ccnc2SCc2nnc(-c3ccccc3)o2)cc1,-1.5,-2.8%,0.6,/,/,3.6,7.2%,/,15.1%,/,-7.1%
C/C(=N\NC(=S)Nc1ccccc1)C1Cc2ccccc2C(=O)O1 (centres undefined),15.5,1.6%,-5.8,-2.0%,-10.7%,7.7,-2.7%,0.5%,25.4%,-6.7%,-11.8%
O=C1Nc2cc(C(=O)N3CCC(N4CCCCC4)CC3)ccc2S/C1=C\c1ccccc1,-29.6,-7.0%,/,-1.8%,3.6%,3.2,-27.8%,15.3%,?,4.4%,-1.4%
O=C(CCNC(=O)c1ccccc1)Oc1ccc([N+](=O)[O-])cc1,2.9,2.6%,2.5,-2.1%,2.0%,-1.8,-4.7%,5.4%,18.3%,-2.2%,-7.5%
Brc1cccc(-c2n[nH]c(-c3ccccc3)n2)c1,12.8,7.2%,5.5,3.55µM*,2.31µM*,11.5,-15.7%,6.31µM*,-12.4%,10.6%,3.01µM*
Cc1nn(CC(C)C)c(Cl)c1C(=O)N(C)CC(=O)Nc1c(Cl)cccc1Cl,/,1.8%,/,4.4%,-1.1%,-2.8,?,0.1%,20.8%,-7.3%,-2.1%
CCc1ccc(NC(=O)Cn2c(=O)c3cccn3c3ccccc32)cc1,-4.8,-3.1%,0.0,0.3%,11.8%,14.7,-18.8%,0.2%,-39.7%,10.1%,-2.6%&-11.8%
COc1cccc2c(SCC(=O)N/N=C/c3ccc(O)cc3O)cc(C)nc12,4.8,-11.6%,2.1,-5.4%,0.9%,-4.2,2.1%,-1.8%,?,-3.5%,?
NC(=O)Cn1c(=O)n(-c2ccccc2)c(=O)c2oc3ccccc3c21,1.1,-3.2%,-0.1,-4.3%,-2.7%,8.1,7.2%,0.1%,-21.1%,-0.8%,-1.6%
CCOC(=O)[C@@H]1CCNC[C@@H]1c1ccccc1,22.6,0.6%,-0.4,-3.2%,-1.0%,-15.3,12.8%,-5.5%,7.5%,4.3%,0.1%

# Next part
SMILES,KCNH2 3.1 inh,uPA generation,FBPA coupling cs,Rab9 promoter act,ELG1 genotoxic,Giardia kill,Gal4-VP16 FLuc,NPC1 prom act,RORg inh,Tb PFK inh,FLuc modulator
O=C(O)CCCC(=O)Nc1cccc(C(=O)Nc2ccccc2C(=O)O)c1,20.2,3.4%,0.6,-6.8%,1.7%,3.7,6.6%,-1.1%,-14.4%,10.1%,?
Cc1nnc(SCC2=C(C(=O)O)N3C(=O)C(NC(=O)Cn4nc(C(F)F)c(Cl)c4C)C3SC2)s1 (centres undefined),6.0,-5.8%,-0.2,4.3%,-1.6%,5.8,-2.4%,3.2%,2.3%,?,-7.8%
COc1ccc(CCN2C(=O)CSC2=S)cc1OC,-23.1,-15.6%,2.5,-23.9%,-15.6%,-10.4,-11.2%,-18.9%,?,-0.4%,-15.0%
CSc1nc(N(C)C)nc(N(C)C#N)n1,16.7,-16.7%,-1.6,-5.8%,-3.2%,-24.2,8.0%,-1.6%,-23.3%,-3.4%,-0.4%
CCNc1nc(Oc2c(Cl)cccc2Cl)cc(C(F)(F)F)n1,12.0,9.2%,-2.4,-1.8%,3.4%,-5.1,-5.5%,-5.0%,?,0.5%,-0.5%
CC(C)(C)NC(=O)CN(C(=O)c1snc(C(=O)NC2CCCCC2)c1N)c1ccccc1F,-20.3,-9.7%,-3.7,1.0%,-10.3%,-9.0,4.0%,-6.0%,-2.8%,0.3%,-0.8%
CN1CCN(S(=O)(=O)c2cccc(C(=O)NCCOc3ccccc3)c2)CC1,-2.3,8.8%,/,-2.4%,0.4%,-1.0,/,-2.3%,/,-0.2%,2.0%
Cc1cc(SCC(=O)NN)c2cc(Br)ccc2n1,-1.4,0.5%,7.0,-2.8%,2.1%,-2.7,-21.1%,-3.6%,-18.3%,-15.0%,-6.8%
C(=N\N(Cc1ccccc1)c1ccccc1)/c1cccnc1,-3.3,-17.7%,1.3,-2.0%,-3.9%,-19.9,2.3%,-1.6%,-21.3%,-4.9%,-17.3%
Cc1noc(C)c1COc1ccc(C(=O)N2CCN(c3cccc(Cl)c3)CC2)cc1,?,1.2%,/,-2.2%,-3.8%,-7.1,/,-4.2%,/,0.3%,1.2%
CCOC(=O)C1=C(N)n2c(s/c(=C\c3ccco3)c2=O)=C(C(=O)OC(C)C)C1c1ccco1 (centres undefined),-11.6,3.8%,-4.4,-2.5%,-1.8%,0.7,-29.3%,-0.7%,?,-3.4%,8.2%
Cc1onc(C(=O)Nc2ccc(OC(F)(F)F)cc2)c1[N+](=O)[O-],3.9,-13.1%,/,-1.8%,0.5%,-0.9,-9.8%,1.9%,33.7%,-0.3%,1.5%

# Screening results: PubChem BioAssay, National Center for Advancing Translational Sciences (NCATS)
